Compound activity as filed in PubChem BioAssay.
Tau fibril FP: tau fibrillization inhibition (FP). P10636. K18 P301L tau heparin fibrillization, Alexa594 FP, 6 h. Potency, µM (top dose mostly 57.7 µM), without a hit: at the top dose activity, negative = inhibition, usual class: inhibitors. 280,000 tested, 0.39% active. AID 1468; note: % is set by controls: 0 for no effect and ±100 for the full control effect; nearly all actives have a fitted effect of over 55% in size
Target sequence (P10636 561-689 P618L limits assumed): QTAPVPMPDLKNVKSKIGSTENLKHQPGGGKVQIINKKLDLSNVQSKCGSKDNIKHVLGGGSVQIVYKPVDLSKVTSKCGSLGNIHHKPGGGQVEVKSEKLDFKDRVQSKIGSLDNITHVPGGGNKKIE
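Quantitative HTS format: compounds meet 15 uM recombinant K18 P301L tau and Alexa 594-tau tracer in 100 mM sodium acetate pH 7; 20 uM heparin triggers fibrillization at 37 C over 6 hr; FP gives the signal.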
aGlu spleen mod: inhibits or activates alpha-glucosidase in human spleen homogenate; AID 2112; 240,000 tested, 0.006% active; P10253; Potency, µM (top dose mostly 79.9 µM), for the others: at the top dose activity change, negative = inhibition, hits mostly inhibitors; human spleen homogenate, 4-MU-alpha-glucoside fluorescence;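 note: 0% = enzyme with vehicle and -100% = no enzyme basal signal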
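AC50 values come from Hill-equation fits of concentration-response data, normalized to no-enzyme and full-activity controls. Enzyme source: 1 ug human spleen homogenate; 1 mM fluorogenic 4-MU glucoside, pH 5.0 citrate buffer, 37 C, 40 min.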
aGal spleen mod: alpha-galactosidase A (human) modulation; AID 2107; 240,000 tested, 0.008% active; P06280; human spleen homogenate, 4MU-alpha-Gal fluorescence, 40 min; Potency, µM (highest dose often 80 µM), without a hit: at the top dose activity change, negative = inhibition, most hits filed as inhibitors;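 note: 0% = enzyme with vehicle and -100% = no enzyme basal signal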
Target sequence (P06280 32-429 limits assumed): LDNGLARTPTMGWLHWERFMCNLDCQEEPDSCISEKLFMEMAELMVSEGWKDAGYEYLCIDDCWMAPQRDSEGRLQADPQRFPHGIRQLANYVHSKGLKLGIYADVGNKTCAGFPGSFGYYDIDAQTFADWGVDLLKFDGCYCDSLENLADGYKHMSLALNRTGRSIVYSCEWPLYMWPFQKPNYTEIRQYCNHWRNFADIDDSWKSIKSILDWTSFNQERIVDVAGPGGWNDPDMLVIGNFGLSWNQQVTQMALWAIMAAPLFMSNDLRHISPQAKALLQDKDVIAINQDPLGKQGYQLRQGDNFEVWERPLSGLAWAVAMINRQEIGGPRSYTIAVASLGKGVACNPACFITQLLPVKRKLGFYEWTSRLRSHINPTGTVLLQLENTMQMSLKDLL
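Fluorogenic readout (Ex 365/Em 440 nm) of 4-methylumbelliferone released from 1 mM 4-MU-alpha-galactoside by spleen homogenate, 40 min at 37C, pH 5.0. Data normalized to no-enzyme and enzyme controls; Hill-equation AC50 from compound titrations.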
HTT cytoprotect: protects HTT-Q103 PC12 cells, measured by ATP. PC12 HTT-Q103 induced, cytoprotection, ATP luminescence, 40 h. Potency, µM (series often up to 56.4 µM), without a hit: cytoprotection (ATP increase), usual class: activators. 230,000 tested, 0.14% active. AID 1471;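 note: % of control where 0% means no effect; nearly all actives have a fitted effect of over 45% in size; toxic huntingtin expression switched on by the ecdysone agonist tebufenozide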
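Cells were plated at 1500 per well in phenol red-free DMEM with 5% equine and 5% calf serum. Tebufenozide (100 nM final) and compounds were added, then ATPlite reagent, and luminescence was read.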
Tau fluor cs: counter-screen for tau fibril formation inhibitors; tau K18 P301L Alexa594 fluorescence, heparin fibrillization; Potency, µM (titrated, usually from 57.7 µM), inactives show at the highest dose activity change, negative = decrease; 280,000 tested, 0.93% active; AID 1463; note: % is set by controls: 0 for no effect and ±100 for the full control effect; nearly all actives have a fitted effect of over 55% in size
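Human tau K18 P301L (15 uM unlabeled, 0.24 uM Alexa 594-labeled) in 100 mM sodium acetate pH 7 with 20 uM heparin, 6 hr at 37 C. ThT 30 uM added, 1 hr ambient; Alexa 594 FP and total fluorescence read at 555/632 nm.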
GAA inhib: inhibitors of human lysosomal alpha-glucosidase; P10253; purified human GAA, 4-MU-alpha-glucoside fluorescence; Potency, µM (top dose mostly 76.9 µM), inactives show top-dose activity change, negative = inhibition, usual class: inhibitors; 200,000 tested, 0.005% active; AID 1466;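 note: plate controls were uninhibited enzyme wells for no effect and no-enzyme background for full effect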
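Compounds are titrated up to 77 uM against 4 nM human enzyme. Substrate 4-methylumbelliferyl-alpha-D-pyranoside (400 uM) reacts 20 min at room temperature in pH 5.0 buffer; liberated 4-methylumbelliferone is read at 440 nm.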
GAA glycogen mod: inhibitors or activators of human alpha-glucosidase glycogen cleavage. P10253. Potency, µM (doses to about 76.4 µM), for inactives: at the highest dose activity change, negative = inhibition, most hits filed as inhibitors. recombinant GAA, glycogen substrate, Amplex Red glucose oxidase fluorescence. 300,000 tested, 0.38% active;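 note: 0% = full enzyme reaction and -100% = no-enzyme basal signal; the screen sought inhibitors and activators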
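qHTS, 1536-well; enzyme 4 nM final; cpd up to 77 uM; substrate bovine liver glycogen 30 ug; 50 mM citrate/phosphate pH 5.0, 0.01% Tween-20; 37 C, 40 min; Amplex Red detection 45 min RT; Hill fit → AC50.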
Tau ThT inhib: tau fibrillization inhibition (ThT binding). P10636. recombinant tau K18 P301L, heparin-induced fibrillization, ThT fluorescence. Potency, µM (top dose mostly 57.4 µM), for inactives: at the highest dose activity, negative = inhibition, usual class: inhibitors. 270,000 tested, 2.1% active. AID 1460; note: % is set by controls: 0 for no effect and ±100 for the full control effect; nearly all actives have a fitted effect of over 55% in size
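Using a mix of unlabeled (15 uM) and Alexa 594-labeled (0.24 uM) tau K18 P301L, heparin-triggered fibrillization over 6 hr at 37 C was scored by ThT fluorescence.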
* hit, by the source's call; ? = inconclusive; . = not tested or not shown; [ ] = dose if it differs, or a comment. Calls come from the whole dose curve; as a rule, active = well fitted curve in the direction sought with a large enough effect; inconclusive = small, poorly fitted or top-dose-only effect, or another doubt; inactive = no such curve, though single readings can be large; an effect the other way counts as inactive or inconclusive. Potency is the fitted concentration of half-maximal effect.

Results follow in this order: Tau fibril FP | aGlu spleen mod | aGal spleen mod | HTT cytoprotect | Tau fluor cs | GAA inhib | GAA glycogen mod | Tau ThT inhib
- CC(=O)NCC(=O)N(C)C(C(=O)Nc1ccc2c(c1)OCCO2)c1ccc(C)cc1 (stereo unspecified)
    -2% | 0% | 1% | 19% | -1% | -6% | 1% | -1%
- CC(=O)Nc1cccc(Nc2nc(-c3ccccc3F)nc3ccccc23)c1
    ? | 6% | 5% | -66%[inhibitor] | ? | -1% | -14% | ?
- COc1ccc(C(=O)CSc2nc3[nH]ncc3c(=O)[nH]2)cc1
    -6% | 8% | -2% | -29% | -6% | 4% | -25% | -5%
- CCn1c(SCC(N)=O)nc2c1c(=O)n(C)c(=O)n2C
    6% | -13% | -7% | 14% | 11% | 0% | -3% | 5%
- Cc1cc(N)c(-n2cc3c(=O)n(C)c(=O)n(C)c3c2)cc1C
    -1% | -2% | -4% | -2% | -18% | -1% | 1% | ?
- CC(NC(=O)Nc1ccccc1O)(C(F)(F)F)C(F)(F)F
    -1% | 3% | 6% | 9%[10 µM] | -14% | -12% | 16µM* | ?
- CC1CCN(C(=S)c2cn(Cc3cccc(F)c3)c3ccccc23)CC1
    7% | 2% | -8% | 26%[10 µM] | -17% | 0% | -3% | -5%
- COc1ccc(NCC(=O)n2c(C)c(C)c3ccccc32)cc1
    7% | -1% | 1% | -53%[inhibitor] | ? | -5% | -4% | ?
- C=CCN1C(=O)c2cccc3c(Br)ccc(c23)C1=O
    -7% | -17% | -1% | -18% | -11% | 0% | 3% | -8%
- CCCn1c(=N)c(C(=O)NC2CCCC2)cc2c(=O)n3cc(C)ccc3nc21
    0% | . | . | . | -4% | . | -1%[76.3 µM] | -3%
- C=CCN1C(=O)NC(c2ccc(OC)cc2)(C(F)(F)F)S/C1=C(\C#N)c1nnc(N2CCOCC2)n1-c1ccccc1 (stereo unspecified)
    -5% | 6% | 1% | -1%[10 µM] | 6% | 5% | 0% | -15%
- CC1C/C(=N/NC(=O)c2cccs2)CC(C)(C)C1 (stereo unspecified)
    3% | 2% | 4% | -4% | -1% | -1% | -19% | 3%
- C/C(=N\Nc1cc(Cl)nc(C)n1)c1ccccc1
    4% | 0% | -24% | -11% | -2% | 6% | -14% | -10%
- COCCNC(=O)CCn1nc(-c2ccc(Cl)cc2)ccc1=O
    4% | -4% | 27% | 10% | 2% | 3% | 8% | 7%
- Nc1ccc(N2CCN(C(=O)c3cccs3)CC2)cc1
    -6% | -4% | -2% | -17% | -23% | -3% | ? | ?
- CCOC(=O)c1c(C)oc2ccc(OCC(N)=O)cc12
    -10% | -1% | 6% | -7%[10 µM] | -3% | -2% | 0% | -4%
- Cc1ccc(S(=O)(=O)NCC(=O)N(CC(=O)NCc2ccccc2)CC2CCCO2)cc1 (stereo unspecified)
    4% | 3% | 1% | 9%[10 µM] | 0% | -3% | -5% | 0%
- COC(=O)CCN(c1ccccc1)C(CNS(=O)(=O)c1ccccc1)c1ccccc1 (stereo unspecified)
    4% | . | . | . | ? | . | ? | -14%
- O=c1c2sccc2n(Cc2ccc(F)cc2)c(=O)n1-c1ccc(F)cc1
    0% | 1% | 6% | -2%[10 µM] | -8% | -2% | 3% | -14%
- CCCCn1c(-c2cc(Cl)ccc2OC)n[nH]c1=S
    8% | -5% | -5% | -24% | 1% | 0% | -11% | 2%
- CN(C(=O)COC(=O)C(Cc1ccccc1)NC(=O)c1ccccc1)c1ccccc1 (stereo unspecified)
    -6% | 3% | -13% | -9%[10 µM] | -12% | 0% | -7% | -5%
- Cc1nc2ccccc2c2oc(C(=O)N3CCN(C4CCCCC4)CC3)cc12
    -5% | -5% | -5% | 14%[10 µM] | -9% | 1% | 9% | -6%
- CC(C)c1ccc(-n2nc3ccc(N)cc3n2)cc1
    11% | 0% | 1% | -30%[10 µM] | ? | ? | 24% | ?
- CCCC(=O)N=c1sc2cccc(F)c2n1C
    7% | 1% | -3% | -30% | -10% | 0% | 3% | -13%
- O=C(c1cccc(F)c1)N1CCN(c2ccc([N+](=O)[O-])c3cccnc23)CC1
    -7% | 1% | 5% | 9%[10 µM] | -11% | 8% | -8% | ?
- CC1CN(C(=O)N2CCC(C(=O)NCCC3=CCCCC3)CC2)c2ccccc2O1 (stereo unspecified)
    7% | . | . | . | -2% | . | -3%[76.3 µM] | -2%
- CCOC(=O)Cc1csc(NS(C)(=O)=O)n1
    2% | -9% | -2% | -12% | -4% | 5% | -2% | -7%
- Cc1ccc(C)c(OC(=O)CSc2nnc(-c3ccc4c(c3)OCO4)o2)c1
    8% | . | . | . | 3% | . | 6%[76.3 µM] | -5%
- C=CCC(C)(NCc1ccccc1)c1ccc(C)cc1 (stereo unspecified)
    -3% | -14% | -2% | -8%[10 µM] | 1% | 1% | -1% | 3%
- COc1ccc(CN2CCc3nc(SCC(=O)Nc4cc(C)cc(C)c4)[nH]c(=O)c3C2)cc1
    -3% | . | . | . | -6% | . | 14%[76.3 µM] | 4%

Entries of single compounds as entered above:
CCn1c(SCC(N)=O)nc2c1c(=O)n(C)c(=O)n2C as listed: Tau fibril FP: 6%; aGlu spleen mod: -13%; aGal spleen mod: -7%; HTT cytoprotect: 14%; Tau fluor cs: 11%; GAA inhib: 0%; GAA glycogen mod: -3%; Tau ThT inhib: 5%
COc1ccc(C(=O)CSc2nc3[nH]ncc3c(=O)[nH]2)cc1 as listed: Tau fibril FP: -6%; aGlu spleen mod: 8%; aGal spleen mod: -2%; HTT cytoprotect: -29%; Tau fluor cs: -6%; GAA inhib: 4%; GAA glycogen mod: -25%; Tau ThT inhib: -5%

(cont.)
Results follow in this order: Tau fibril FP | aGlu spleen mod | aGal spleen mod | HTT cytoprotect | Tau fluor cs | GAA inhib | GAA glycogen mod | Tau ThT inhib
- Cc1sc2nc(CN(CCc3ccccc3)C(=O)c3ccco3)[nH]c(=O)c2c1C
    4% | -2% | -7% | -6% | 8% | 4% | -5% | 15%
- CCCOC(=O)CSC1=C(C#N)C(c2ccc3c(c2)OCO3)CC(=O)N1 (stereo unspecified)
    1% | -2% | 3% | -5% | -19% | 7% | -1% | -9%
- O=C(NC1CCCCCCC1)c1ccc(S(=O)(=O)N2CCCC2)cc1
    0% | 1% | 7% | -25% | -12% | -4% | 2% | -9%
- CC(=O)c1c(C)[nH]c(C(=O)Nc2ccc(C)c(S(=O)(=O)N(C)C)c2)c1C
    -12% | . | 1% | -19% | -3% | -3% | -3% | 1%
- CN(C)C(=S)SC(=S)N(C)C
    -5% | -4% | 11% | -97%[inhibitor] | -1% | . | . | -10%
- CC(=O)c1ccc(N2CCN(C(C)C(=O)NC3CCCc4ccccc43)CC2)cc1 (stereo unspecified)
    7% | -5% | -1% | -12%[10 µM] | -8% | -3% | 14% | ?
- CCOC(=O)CSc1nc2cc(S(=O)(=O)Nc3ccccc3OC)ccc2o1
    -2% | 3% | 2% | 5% | -19% | -1% | -2% | -14%
- O=c1c([N+](=O)[O-])c(N2CCCC2)c2ccccc2n1-c1ccccc1
    8% | -12% | -1% | 30%[10 µM] | 6% | ? | -7% | -5%
- COc1ccc(Cc2nnc(SCC(=O)NCc3ccco3)o2)cc1
    0% | -11% | -18% | 5%[10 µM] | -7% | 3% | -3% | -21%
- O=C(CSc1nnc(Cn2c(=O)sc3ccccc32)n1-c1ccccc1)N1CCCCCC1
    5% | 1% | 6% | 13% | 3% | -14% | -3% | 4%
- CCCS(=O)(=O)c1c(S(=O)(=O)CCC)c2c(N)cccn2c1C(=O)OC
    -7% | 3% | 9% | . | -8% | 3% | 3% | -10%
- Oc1ccc(-c2nc(=S)[nH][nH]2)cc1
    0% | -5% | 2% | 22%[1.9 µM] | 6% | 2% | ? | 8%
- O=C(Nc1nc(-c2cc(F)ccc2F)cs1)C1=NN(c2ccccc2)C(=O)CC1
    10% | -5% | -6% | -18% | -28% | -15% | -6% | -15%
- Cc1cccc[n+]1CC(=O)/C=C1\N(C)c2ccccc2C1(C)C
    -7% | 3% | 2% | . | -9% | 5% | 5% | 2%
- CN(Cc1ccncc1)C1CC(=O)N(c2ccc(Cl)cc2)C1=O (stereo unspecified)
    3% | 8% | 13% | -6%[10 µM] | 6% | 5% | 6% | -4%
- COc1ccc(OC(=O)c2cnc3n(c2=O)CCS3)cc1
    7% | 9% | 3% | 22%[10 µM] | -7% | -7% | -6% | -9%
- CCCOc1ccc(CN2CCOCC2)cc1OC
    7% | -3% | 14% | -4%[10 µM] | -3% | . | 5% | -11%
- N#CC(C#N)=Cc1ccc(OC(=O)c2ccccn2)cc1
    -3% | -7% | -7% | -21%[10 µM] | -1% | 5% | -8% | ?
- CCCS(=O)(=O)Nc1ccc2cn[nH]c2c1
    4% | 6% | 4% | -11% | -3% | 7% | 5% | -3%
- O=c1[nH]c(=O)n(Cc2ccco2)c2c1C(C(F)(F)F)(C(F)(F)F)N=C(C1CCCCC1)N2
    -8% | 2% | 1% | -5%[10 µM] | -10% | -10% | 5% | -15%
- Cc1ccc(NC(=O)CN2CCC(NC(=O)Cc3ccccc3)CC2)c(C)c1
    11% | -2% | -7% | 4%[10 µM] | 0% | 3% | 9% | -4%
- O=C(O)C1CCCCC1C(=O)NCCCCc1ccccc1 (stereo unspecified)
    -3% | -5% | -3% | -4%[10 µM] | 6% | -1% | 13% | 10%
- O=C(Nc1ccc(Cl)cc1)N1CCCN(c2ccc(C(F)(F)F)cc2[N+](=O)[O-])CC1
    -15% | 5% | 11% | -6%[10 µM] | ? | ? | -7% | ?
- CCSc1nc2ccccc2n1CC(=O)OC
    -6% | -16% | 3% | 9% | -3% | -6% | -6% | 1%
- CC(=O)N1CCOCCOCCN(C(C)=O)CCOCC1
    1% | 2% | 0% | -32% | 0% | -3% | 3% | -2%
- Cc1ccc(S(=O)(=O)N(C)C)cc1NC(=O)c1ccc2ccccc2n1
    -13% | -1% | 0% | 19%[10 µM] | -23% | -6% | -1% | -5%
- O=C(Cc1ccccc1)Nc1ccc2oc(-c3cccnc3)nc2c1
    4% | -2% | 28% | -24% | -6% | -6% | 3% | -5%
- C/C(=N\NC(=O)c1ccoc1C)c1ccccc1
    -5% | 7% | 25% | 2%[10 µM] | -7% | . | 7% | -8%

The order is random. Share with any hit: about 3.3%.
